# CRFR2-BP ag: CRF-BP/CRF-R2 complex agonism. 350,000 tested, 0.46% active. activation, % at 13.2 µM. HEK293 CRF-R2/CRF-BP, calcium dye fluorescence (FLIPR); percent of saturating CRF peptide response;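 active = activation of at least 50%, plus an integration ratio under a set limit after plate pattern correction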;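 also: plate controls were neutral control wells without compound for no effect and CRF at EC100 for full effect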
# CHRM4 PAM: CHRM4 positive allosteric modulation; CHO-K1 hM4/Gqi5, Fluo-8 calcium fluorescence, ACh EC20; 0% = ACh EC20, 100% = maximal ACh; 360,000 tested, 0.4% active; activation, % at 3 µM;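 active = activation above its plate's cutoff, the mean activation of sample wells plus 3 SD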; also: some results filed as inactive read as strong as hits
# Target sequence (P08173 whole entry, looked up): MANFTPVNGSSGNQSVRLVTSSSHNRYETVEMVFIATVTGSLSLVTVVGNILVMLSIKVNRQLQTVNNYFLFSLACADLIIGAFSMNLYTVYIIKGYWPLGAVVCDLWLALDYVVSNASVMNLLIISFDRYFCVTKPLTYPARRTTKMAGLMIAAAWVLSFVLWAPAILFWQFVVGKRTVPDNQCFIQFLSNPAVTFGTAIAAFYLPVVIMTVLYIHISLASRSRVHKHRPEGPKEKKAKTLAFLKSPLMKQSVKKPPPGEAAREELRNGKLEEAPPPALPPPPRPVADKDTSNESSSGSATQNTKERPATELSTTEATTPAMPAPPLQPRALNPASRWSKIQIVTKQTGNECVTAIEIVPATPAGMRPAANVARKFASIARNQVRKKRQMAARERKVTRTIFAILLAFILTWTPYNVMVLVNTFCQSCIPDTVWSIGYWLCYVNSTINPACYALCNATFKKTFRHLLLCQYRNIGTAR
# CHRM5 antagonist: blocks acetylcholine activation of human M5 receptor | P08912 | CHO-hM5 cells, Fluo-8 calcium fluorescence, ACh EC80 | inhibition, % at 3 µM | 360,000 tested, 0.59% active | AID 624040;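 active = inhibition above a per-plate cutoff, the mean of that plate's test compounds plus 3 SD, cut at about 27% in these data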;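 also: 0% = acetylcholine EC80 with DMSO and 100% = DMSO without agonist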
# Target sequence (P08912 whole entry, looked up): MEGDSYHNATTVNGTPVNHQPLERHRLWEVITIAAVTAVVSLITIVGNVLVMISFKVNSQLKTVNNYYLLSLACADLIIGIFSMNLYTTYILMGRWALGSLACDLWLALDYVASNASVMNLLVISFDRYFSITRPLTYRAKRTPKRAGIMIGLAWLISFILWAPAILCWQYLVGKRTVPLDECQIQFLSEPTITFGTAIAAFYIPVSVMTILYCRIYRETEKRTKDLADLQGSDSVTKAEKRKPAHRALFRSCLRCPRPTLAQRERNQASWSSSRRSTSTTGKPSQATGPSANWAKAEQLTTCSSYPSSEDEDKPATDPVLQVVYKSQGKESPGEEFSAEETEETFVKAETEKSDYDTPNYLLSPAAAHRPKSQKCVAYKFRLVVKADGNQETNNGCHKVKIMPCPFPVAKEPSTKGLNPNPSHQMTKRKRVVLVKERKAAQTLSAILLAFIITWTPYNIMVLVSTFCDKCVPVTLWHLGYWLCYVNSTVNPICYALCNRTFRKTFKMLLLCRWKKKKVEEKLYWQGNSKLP
# CHRM5 PAM: CHRM5 positive allosteric modulation; P08912; CHO-K1 hM5, Fluo-8 calcium, ACh EC20 PAM; 0% = ACh EC20, 100% = ACh EC100; activation, % at 3 µM; 360,000 tested, 0.3% active; AID 624038;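 active = activation above the run cutoff, the mean activation of all test compounds plus 3 SD, cut at about 18% in these data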
#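 Measured by: Fluo-8 calcium fluorescence; material: human M5 receptor in CHO-K1 cells; schedule: Post-acetylcholine fluorescence recording 140 s; benchmarks: low control EC20 acetylcholine (0%), high control EC100 acetylcholine (100%); read-out: Max/basal fluorescence ratio as % of EC20–EC100 ACh window; compound: single dose, 3 µM nominal final test concentration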
# M4 ag: agonists of human muscarinic M4 receptor (CHRM4) | P08173 | CHO-K1 hM4/Gqi5, Fluo-8 calcium fluorescence; vehicle 0%, full acetylcholine response 100% | activation, % at 3 µM | 360,000 tested, 0.14% active | AID 624127;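 active = activation above the run mean over all test wells plus 3 SD, cut at about 32% in these data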;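 also: peak over basal fluorescence ratio per well then scaled between controls; 0% = DMSO wells and 100% = acetylcholine at EC100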
# CRFBP-R2 block: blocks CRF-induced signaling of the CRF-BP/CRF-R2 complex; inhibition, % at 11.8 µM; AID 588475; 350,000 tested, 0.59% active; HEK293 CRF-R2/CRF-BP, CRF-induced calcium fluorescence;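 active = inhibition of the ligand-induced calcium signal above about 50% at the single tested concentration, limit read from the data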
# IDE inh: cellular human IDE inhibition; 320,000 tested, 0.41% active; HEK cells, FAbetaB cleavage, fluorescence polarization; P14735; inhibition, % at 5.59 µM;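 active = percent inhibition above the average of all tested compounds plus 3 SD, set per screening campaign, cut at about 16% in these data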;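 also: IDE supplied by intact live HEK cells; FP after avidin binding of uncleaved biotin substrate so inhibition keeps polarization high; 0% = DMSO wells and 100% = 60 µM reference IDE inhibitor Ii1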
# M4 antag: antagonists of human muscarinic M4 receptor (CHRM4). inhibition, % at 3 µM. CHO-hM4 cells, ACh EC80, Fluo-8 calcium fluorescence. 360,000 tested, 0.73% active;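 active = inhibition above its plate's cutoff, the mean inhibition of sample wells plus 3 SD, cut at about 27% in these data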;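 also: 0% = acetylcholine EC80 with DMSO and 100% = DMSO without agonist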
# M5 ag: CHRM5 agonism in calcium assay. activation, % at 3 µM. P08912. CHO-K1 hM5 cells, Fluo-8 calcium fluorescence; 0% DMSO wells, 100% maximal acetylcholine response. 360,000 tested, 0.19% active;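 active = activation above the run's mean over test compounds plus 3 SD, cut at about 23% in these data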;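 also: signal is peak over basal fluorescence ratio across the kinetic read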
# * hit, by the source's call; . = no result given.
SMILES,CRFR2-BP ag,CHRM4 PAM,CHRM5 antagonist,CHRM5 PAM,M4 ag,CRFBP-R2 block,IDE inh,M4 antag,M5 ag
CC(=O)c1c(-c2ccccc2)c2cc(Cl)ccc2n(C)c1=O,1.2,3,-6,7,-1,13,4,-9,-4
CCCCCCN1C[C@@H](O)[C@H](n2cc(C3CC3)nn2)C[C@@H]1c1ccc(Cl)cc1,-0.8,9,7,-2,1,-10,.,-8,0
CC(C)(C)NS(=O)(=O)c1cc2c3c(c1)CCN3C(=O)CC2,0.2,-1,2,6,1,-4,-4,-4,0
COc1ccc(Nc2nc(-c3ccccc3F)nc3ccccc23)cc1OC,-6.5,-11,9,-13,9,-13,6,8,0
O=C(O)c1cc(C2CC2)nn1-c1ccccc1,2.1,-5,3,-5,0,-10,0,3,0
CCN(CC(=O)NCc1ccc(Cl)cc1)C(=O)/C=C/c1ccccc1,-1.0,0,11,0,0,-5,0,3,-4
CC(C)C(OC(=O)c1ccco1)C(=O)NCc1ccc2c(c1)OCO2 (configuration not stated),1.1,-3,4,1,1,2,-1,5,-3
CCCCn1c(C)nc2cc(S(=O)(=O)N3CCOCC3)ccc21,0.1,6,7,2,1,5,3,-4,-1
Cc1ccc(S(=O)(=O)N(CC(=O)N2CCOCC2)C2CCCCC2)cc1,0.3,0,4,0,1,3,1,14,0
CCOCCCNCc1cccc(OCc2ccc(F)cc2)c1,-1.2,5,3,0,2,-16,-4,3,-6
COc1ccc(Cn2nnnc2C(c2cc(OC)ccc2OC)N2CCC(C(N)=O)CC2)cc1 (configuration not stated),-1.2,-3,-7,-1,0,-8,3,8,-3
CCCCNC(=O)C1(C)CCCCN1C(=O)c1ccc(C#N)cc1 (configuration not stated),.,-1,-2,1,0,.,.,0,-1
O=C(NCc1ccccn1)NC1CCCCC1,-4.6,3,0,-2,0,4,6,-7,2
COCC(C)n1c(C)cc(C(=O)CSc2cc(C)c3ccccc3n2)c1C (configuration not stated),-0.6,-7,9,-9,3,15,-4,-2,-5
Cc1nn2c(=O)c3c4c(sc3nc2n1-c1ccccc1)COC(C)(C)C4,-0.2,1,3,5,0,-4,11,3,4
COC(=O)c1c(NC(=O)c2ccc(S(=O)(=O)N3CCOCC3)cc2)sc2c1CCN(C(C)C)C2,0.8,-2,7,-3,3,-13,3,-1,-1
O=C(O)c1cccc(NC(=S)NC(=O)c2ccc3ccccc3c2)c1,6.0,1,0,6,4,-11,0,-5,7
O=C(O)Cc1ccc(NC(=O)c2ccc(NC(=O)c3ccco3)cc2)cc1,0.7,1,-6,-2,1,-38,-7,1,-1
C=CCn1c(SCC(=O)Nc2c(C)n(C)n(-c3ccccc3)c2=O)nc2sc(C)c(-c3ccccc3)c2c1=O,-0.1,4,7,0,4,13,-2,-2,-10
O=C(NCc1ccc(-c2nc3ccccc3s2)cc1)c1ccco1,-0.9,2,3,-2,2,-10,-3,-3,-1
N#Cc1c(N)nc(SCC(=O)C23CC4CC(CC(C4)C2)C3)c(C#N)c1-c1ccc(Cl)cc1,6.8,6,5,0,1,-14,0,-1,1
CC(NS(C)(=O)=O)C(c1cccs1)N1CCN(Cc2ccccc2)CC1 (configuration not stated),-0.8,-2,-1,4,1,-35,-5,-3,0
Cc1ccc(NC(=O)CCn2c(=O)[nH]c3ccsc3c2=O)cc1,-1.8,2,1,3,1,4,1,-4,1
CC(C)Cn1c(CCC(=O)O)ccc1-c1cccs1,3.0,3,-3,3,0,22,-3,2,0
Clc1ccc(OCc2nn3c(C4CCCCC4)nnc3s2)c(Cl)c1,-1.0,6,8,-4,1,-32,0,-5,-2
CC(=O)Nc1cccc(C(=O)OCC(=O)Nc2c(C)nn(-c3ccccc3)c2C)c1,-2.2,-7,5,-18,12,2,2,-4,12
O=C(N/N=C/c1cccc(F)c1)c1ccc(Cl)cc1,-2.6,2,10,-10,0,-11,1,-6,-4
O=C1C2C3C=CC(C3)C2C(=O)N1Cc1cccnc1 (configuration not stated),-2.8,-9,0,-3,0,10,4,2,1
CC1(C)C(=O)Nc2ccccc2N1C(=O)COC(=O)COc1ccc(C#N)cc1,-1.6,-2,7,-2,8,-7,-1,0,0
Cc1ccc(C2=NN=C(NC(=O)CSc3nncn3C)SC2)cc1,0.7,-2,17,-5,9,-4,24*,-6,-4
COC(=O)C(CC(C)C)NC(=O)c1ccc(F)cc1 (configuration not stated),-0.7,4,4,5,1,5,5,4,0
CC(=O)Nc1nnc(SCc2ccc(C(=O)Nc3ccccc3F)cc2)s1,1.3,-6,-2,-16,7,-28,2,-10,-2
COC(=O)N1CCN(S(=O)(=O)c2ccc(F)cc2)CC1,-1.9,6,-10,3,0,10,0,-7,-2
CCN(C(=O)COC(=O)CNS(=O)(=O)c1ccc(C)cc1)C1CCS(=O)(=O)C1 (configuration not stated),6.5,7,8,-1,0,1,.,-18,-1
CCCC(=O)Nc1cc(C(=O)O)ccc1Sc1ccccc1,-0.6,4,-2,-7,1,-3,2,-9,-6
Cc1ccnc(NC(=O)c2cc3ccccc3oc2=O)c1,-2.1,-3,6,2,1,5,-1,7,-1
CC(=O)NC(CCC(=O)O)C(=O)O (configuration not stated),0.1,7,-3,4,1,5,.,-12,2
CCCn1c(CNC(=O)Cc2ccccc2)nc2ccccc21,0.5,-1,-5,3,0,-14,-1,-7,-2
O=C(Nc1ccc2c(c1)OCCO2)c1ccc(Cl)cc1Cl,-1.0,-5,7,-2,-1,10,4,8,-10
Cc1nnc(C)c2c(C)n(-c3ccccc3N)c(C)c12,1.0,2,6,3,1,2,8,-4,2

# Brought forward from above: two compounds; new compounds follow.
SMILES,CRFR2-BP ag,CHRM4 PAM,CHRM5 antagonist,CHRM5 PAM,M4 ag,CRFBP-R2 block,IDE inh,M4 antag,M5 ag
O=C(Nc1ccc2c(c1)OCCO2)c1ccc(Cl)cc1Cl,-1.0,-5,7,-2,-1,10,4,8,-10
Cc1nnc(C)c2c(C)n(-c3ccccc3N)c(C)c12,1.0,2,6,3,1,2,8,-4,2
COc1ccc(Cc2nc(C(=O)NCc3ccccc3OC)cs2)cc1,-1.5,-1,-8,-9,4,-13,-3,-23,-10
CCN(CC)C(=O)C1CCCN(Cc2ccccc2)C1 (configuration not stated),1.6,9,-5,-6,0,26,7,0,3
CCCn1c(SCC(=O)Nc2ccc3c(c2)OCCO3)n[nH]c1=O,0.9,-5,2,-1,0,14,.,9,-5
CCc1ccc(C(=O)COC(=O)c2ccco2)cc1,-1.1,-2,-5,7,0,-2,-3,-3,-3
COC(=O)CCC(=O)Nc1cc(S(=O)(=O)Nc2ccc(Cl)cc2)ccc1N1CCOCC1,0.8,8,-7,10,0,1,3,0,2
Nc1nc(SCc2ccccc2Cl)nc2nc3c(cc12)CCCC3,-0.8,-6,-5,4,-2,4,3,4,-2
Cc1ccc(/C=N/N2C(=O)c3ccccc3NC2c2ccc(C)cc2)cc1 (configuration not stated),-1.7,11,-8,4,1,8,2,0,0
CCOC(=O)c1nn(-c2ccc(C)cc2)c(=O)cc1OCC(=O)Nc1cccc(C)c1,-1.8,4,-3,7,1,-11,5,-2,1
C[C@H](CO)N1C[C@H](C)[C@@H](CN(C)C(=O)Nc2ccccc2)Oc2c(NC(=O)Nc3ccccc3)cccc2C1=O,-0.6,-2,-2,-10,5,-12,0,5,2
O=C(CCN1C(=O)C2C3CCC(C3)C2C1=O)OCC(=O)c1ccc(Cl)cc1 (configuration not stated),0.6,0,2,4,8,2,.,-9,-1
COc1cc(NC(=O)c2ccccc2F)ccc1NC(=O)c1cc2ccccc2o1,-1.5,0,12,-1,0,33,.,6,-5
NCCSc1c(-c2ccc(Cl)cc2)[nH]c2ccccc12,-0.7,-14,4,-5,13,-32,2,-1,6
OCc1cc(-c2ccc(Cl)c(Cl)c2)on1,-0.1,5,1,2,3,16,-1,-1,1
CCCCCc1ccc(-c2cn(CC3CCCCC3)nn2)cc1,-0.8,3,8,-3,2,3,7,-3,3
N#C/C(=C/c1ccc(N2CCOCC2)c([N+](=O)[O-])c1)C(N)=O,-0.6,-1,4,2,4,1,3,4,3
CC(C)C(NC(=O)c1ccc(Br)cc1)C(=O)NC1=NCCS1 (configuration not stated),2.2,-3,-4,2,-1,-5,-5,6,-3
O=C(Nc1nn[nH]n1)c1ccc(S(=O)(=O)N2CCCCC2)cc1,1.1,-8,-1,0,0,11,-1,-2,-4
COC(=O)[C@@]12C[C@@H](CC(=O)NCC34CC5CC(CC(C5)C3)C4)C(=O)N(Cc3ccccc3)C1=CCC(C)(C)C2,.,4,1,0,0,.,.,-5,0
CCOc1ccc(-n2nc3cc(C)c(N)cc3n2)cc1,0.3,-1,-1,4,1,-6,1,9,2
O=[N+]([O-])c1ccc(COc2cccc3cccnc23)cc1,-2.1,2,1,-1,1,10,-3,-5,-7

# Structures from the list above that contain a nitro group on carbon (two):
SMILES,CRFR2-BP ag,CHRM4 PAM,CHRM5 antagonist,CHRM5 PAM,M4 ag,CRFBP-R2 block,IDE inh,M4 antag,M5 ag
N#C/C(=C/c1ccc(N2CCOCC2)c([N+](=O)[O-])c1)C(N)=O,-0.6,-1,4,2,4,1,3,4,3
O=[N+]([O-])c1ccc(COc2cccc3cccnc23)cc1,-2.1,2,1,-1,1,10,-3,-5,-7

# The list goes on.
SMILES,CRFR2-BP ag,CHRM4 PAM,CHRM5 antagonist,CHRM5 PAM,M4 ag,CRFBP-R2 block,IDE inh,M4 antag,M5 ag
Cc1ccc(S(=O)(=O)N2CCN(S(=O)(=O)c3ccccc3)C2c2ccc(N(C)C)cc2)cc1 (configuration not stated),0.3,-9,-6,-3,0,-14,4,5,-10
C=CCCC(=O)N1C[C@H]2CON(C)[C@H]2C[C@H]1c1cccc(Nc2ccccc2)c1,-0.2,-1,7,-1,0,3,.,0,-1
Cc1noc(C)c1CSc1nnnn1-c1ccc(Cl)cc1,-0.9,-5,-1,-6,2,7,-4,-4,-7
CCOC(=O)C1=C(N)OC2=C(C(=O)CC(C)(C)C2)C1c1ccccc1OC (configuration not stated),-3.6,-7,-15,3,1,11,2,0,1
CCN(C(=O)COC(=O)c1c(-c2ccccc2)noc1C)C1CCS(=O)(=O)C1 (configuration not stated),0.3,3,-4,5,0,6,2,-1,-1
COc1ccc(C(=O)Nn2c(SCC(=O)c3ccc(Cl)cc3)nc3ccccc3c2=O)cc1,0.3,-7,4,-4,0,-18,4,9,3
O=S(=O)(NCc1ccccc1)c1ccccc1NCCc1ccccc1,1.1,-5,5,-5,-1,110*,.,2,-1
O=C(/C=C/Nc1ccc(Br)cn1)c1cccc(OC(F)F)c1,-0.1,1,13,-21,2,18,4,1,-7
CC(=O)Nc1ccc(C(=O)N2CCCCC2c2cc(C(=O)Nc3ccccc3)no2)cc1 (configuration not stated),.,2,0,-2,2,.,.,-8,2
Cc1ccc2nc(-c3ccccc3C)oc(=O)c2c1,0.6,-1,2,3,0,-3,-1,9,0
COc1cccc(-n2nnc3c(=O)n(CC(=O)Nc4cc(C)on4)cnc32)c1,0.1,5,2,-5,0,-22,-2,-7,-1
CCCOc1ccc(OCCn2nc(C(=O)O)c3ccccc3c2=O)cc1,1.0,1,3,3,1,-13,4,-6,-1
C/C(=N\O)c1cccc(Br)c1,-5.4,-1,13,-2,1,30,7,0,-4
COc1ccc(N2CCN(S(=O)(=O)CCNS(=O)(=O)c3ccccc3)CC2)cc1,-0.2,3,6,-6,5,3,7,-5,4
